# PDI turbidity – inhibitors of human PDI, primary screen, biochemical, turbidity, single point, plate reader; Protein disulfide-isomerase (Homo sapiens), P07237; PDI insulin aggregation turbidity, A650, 90 min; inhibition, % at 10 µM; 0.052% of 350,000 active;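 active = mean inhibition across replicates of 30% or more, whatever share of single replicates reach that level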;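 also: absorbance from insulin aggregation driven by PDI reduction with DTT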
# NR2E3 ag-1 – NR2E3 agonists in two-hybrid cells, primary screen, cell-based, luminescence, CHO-S, Gal4-NCOR/VP16-NR2E3 | 0.35% of 360,000 active | luciferase | Photoreceptor-specific nuclear receptor (Homo sapiens), Q9Y5X4 | inhibition of corepressor binding, % at 3.98 µM | AID 602229, 2012;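 active = inhibition above the mean of all tested compounds plus 3 SD, cut at about 70% in these data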;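 also: 0% = DMSO with NR2E3 transfected cells and 100% = cells lacking NR2E3 construct; higher means lower luciferase signal from less NR2E3 corepressor binding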
# Target sequence (Q9Y5X4 whole entry, looked up, the tested form may be a part): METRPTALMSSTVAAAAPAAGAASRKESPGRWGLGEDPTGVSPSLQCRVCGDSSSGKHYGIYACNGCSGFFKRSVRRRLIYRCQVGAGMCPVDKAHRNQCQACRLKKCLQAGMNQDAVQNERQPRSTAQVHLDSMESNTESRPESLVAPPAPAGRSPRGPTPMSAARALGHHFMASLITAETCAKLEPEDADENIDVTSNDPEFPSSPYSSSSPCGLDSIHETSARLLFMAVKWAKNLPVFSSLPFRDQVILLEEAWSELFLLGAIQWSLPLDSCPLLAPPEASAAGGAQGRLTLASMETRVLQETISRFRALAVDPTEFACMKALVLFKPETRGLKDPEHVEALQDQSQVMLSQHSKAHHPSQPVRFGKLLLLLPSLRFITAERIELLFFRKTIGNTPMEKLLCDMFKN
# HIF-2a block – HIF-2a reporter inhibitors, primary screen, luminescence, 786-0 RCC cells; AID 624352, 2012; inhibition, % at 18.8 µM; 786-0 RCC cells HIF-2a reporter, luciferase luminescence, overnight; 0.72% of 360,000 active;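 active = inhibition of the luminescence signal of 40% or more relative to plate controls, in a single-dose primary screen at 18.75 µM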
# iPSC survival up – enhancers of single-cell hiPSC survival, primary screen, ATPlite luminescence. 100% = ROCK inhibitor wells, 0% = DMSO. survival enhancement, % at 20 µM. 0.044% of 360,000 active; in the data active = survival enhancement above about 18%;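 also: cells exposed to compounds for 16 hours before the ATP read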
# H9c2 protect – cardioprotection against H2O2-induced cell death, primary screen, uHTS, H9c2 cells, ATPLite luminescence; H9c2 cardiomyocytes, H2O2 injury protection, 2 h; protection from H2O2 cell death, % at 20 µM; 0.63% of 360,000 active;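 active = compounds giving at least 50% protection of heart cells from peroxide-induced death in the single-dose screen, raw or plate-pattern-corrected value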;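 also: 0% = DMSO wells with peroxide and 100% = DMSO wells without peroxide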
# TRPM1 prom inh – inhibitors of MITF-dependent TRPM1 promoter reporter, primary screen, cell-based, SK-MEL-5, single point, luciferase; SK-MEL-5 TRPM1 promoter luciferase, 24 h; inhibition, % at 12.5 µM; 0.83% of 330,000 active;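 active = mean inhibition across replicates of 60% or more, whatever share of single replicates reaches that level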; also: values of inactives mirror those of a sister screen read the other way
# HTR2A ag – mouse Htr2a agonists via beta-arrestin recruitment, primary screen, cell-based, luminescence; activation, % at 7.6 µM; AID 624169, 2012; 5-hydroxytryptamine receptor 2A (Mus musculus), P35363; CHO-K1 mHTR2A beta-arrestin complementation; percent of 30 µM serotonin response; 0.66% of 360,000 active;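 active = activation above a run cutoff, the mean activation of all tested compounds plus 3 SD, cut at about 14% in these data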;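 also: 0% = plate median of compound wells and 100% = 30 µM serotonin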
# Target sequence (P35363 whole entry, looked up): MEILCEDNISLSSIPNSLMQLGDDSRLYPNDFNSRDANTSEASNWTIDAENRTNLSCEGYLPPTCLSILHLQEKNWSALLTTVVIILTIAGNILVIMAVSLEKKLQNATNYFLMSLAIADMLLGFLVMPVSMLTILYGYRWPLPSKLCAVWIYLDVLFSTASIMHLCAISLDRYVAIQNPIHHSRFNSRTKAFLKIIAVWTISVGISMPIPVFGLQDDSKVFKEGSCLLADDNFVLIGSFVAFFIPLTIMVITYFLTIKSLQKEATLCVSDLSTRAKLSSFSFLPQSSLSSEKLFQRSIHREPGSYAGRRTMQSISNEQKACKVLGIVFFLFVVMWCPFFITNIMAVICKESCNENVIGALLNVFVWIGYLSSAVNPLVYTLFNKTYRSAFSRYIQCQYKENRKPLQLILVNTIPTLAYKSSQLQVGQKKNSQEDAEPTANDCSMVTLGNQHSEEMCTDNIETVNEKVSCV
# CaV13 ICDI inh – Disruptors of the CACNA1D IQ motif to Ca2+-dependent inactivation inhibitor domain association, primary screening, Förster resonance energy transfer in intact living … | AID 743397 | HEK cells, CFP/YFP FRET ICDI-IQ, plate reader, 10 min; percent FRET-ratio fall versus neutral wells | inhibition, % at 12.3 µM | 0.098% of 340,000 active;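 active = mean replicate inhibition of at least 30% and at least 1% of replicates passing that level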;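 also: 0% = median of the neutral control wells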
# Peg3 prom inh – Peg3 promoter-driven luciferase inhibitors, primary screen, cell-based, HeLa, luciferase luminescence. HeLa PEG-Prom luciferase reporter, overnight. inhibition, % at 20 µM. 1.7% of 360,000 active. AID 588405, 2011;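 active = inhibition of at least 50% at 20 µM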
# NR2E3 ag-2 – inhibitors of NR2E3-RetCOR corepressor binding, primary screen, NR2E3 agonist project, biochemical, TR-FRET, GST-NR2E3, biotin-RetCOR | 0.12% of 320,000 active | Photoreceptor-specific nuclear receptor (Homo sapiens), Q9Y5X4 | inhibition of corepressor binding, % at 4.78 µM | AID 2300, 2010 | 1536-well;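 active = percent inhibition above the cutoff of mean plus 3 SD of all tested compounds, set per screening campaign, cut at about 20% in these data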;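 also: 0% = DMSO wells and 100% = biotin wells as full block of FRET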
#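 Material: NR2E3–RetCOR corepressor complex | Quantity: 1.35 nM GST-tagged NR2E3 final | Schedule: 5 h at 4 °C | Replication: Singlicate compound wells | Reagent: RetCOR corepressor, biotinylated, 7 nM | Controls: Biotin wells as high control, 0.6% DMSO wells as low control | Signal: TR-FRET, Eu(K)-anti-GST donor, streptavidin-D2 acceptor, ex 340, em 617/671 nm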
# Shn3 inh set2 – reduction of Shn3 3'UTR firefly luciferase signal, primary screen, Schnurri-3 inhibitor project, cell-based, Clone20 osteoblasts, set 2; 0.52% of 360,000 active; inhibition, % at 12.5 µM; AID 588674, 2011; Clone20 osteoblast Shn3 3'UTR firefly luciferase, 24 h;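 active = mean inhibition of at least 75% with every replicate also reaching 75%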;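 also: 0% = median of neutral control wells and 100% = pilot-screen positive control compound; some compounds past the cut are filed as inactive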
# * = called active by the depositor; x = not tested or not shown.
Structure	PDI turbidity	NR2E3 ag-1	HIF-2a block	iPSC survival up	H9c2 protect	TRPM1 prom inh	HTR2A ag	CaV13 ICDI inh	Peg3 prom inh	NR2E3 ag-2	Shn3 inh set2
CN1CCN(C(=O)C2=C[C@H](C3CCCCC3)C[C@H](OCc3ccc(CO)cc3)O2)CC1	2	13	-5	10	10	-7	-9	-12	9	-1	-22
O=C(NCCn1cccn1)c1ccc(OC2CCN(C(=O)C3CC3)CC2)cc1	16	10	-15	-1.2	-1	-7	-2	-14	-21	0	12
CCOC(=O)c1ccc(NC(=S)NCCc2ccccc2)cc1	-9	25	12	-3.6	-24	20	-3	x	-6	1	14
CCOC(=O)c1ccc(NS(=O)(=O)c2cc3c(cc2C)NC(=O)CO3)cc1	-1	5	7	0.9	-5	6	1	-3	-19	0	9
CC(CNC(=O)CCn1ccc2cc(S(=O)(=O)N3CCCC3)ccc21)c1ccccc1 (stereo not drawn)	5	12	3	0.6	-1	8	-1	-2	16	0	1
CNc1nnc(SCC(=O)c2c(N)n(C3CC3)c(=O)[nH]c2=O)s1	5	-8	3	-0.3	-1	3	-2	-6	10	x	4
COCCN(CCOC)C(=S)Nc1ccccc1Cl	-5	31	9	-2.6	3	-5	3	-5	-3	5	10
CCCCN1C(=O)C(=O)N(CC(=O)Nc2cc(OCC)c(N3CCOCC3)cc2OCC)C1=O	14	-6	-2	1.7	5	3	-2	-6	10	3	-12
O=C(CSc1nnc(COc2ccccc2)o1)Nc1ccc(F)cc1	-64	-5	-1	0.1	-3	0	-3	-3	-6	2	-7
Cc1ccccc1CNC(=O)c1csc([C@@H]2O[C@H](CO)[C@@H](O)[C@H]2O)n1	4	-10	13	0.7	-3	x	-2	-10	-5	x	-10
O=S(=O)(CCc1nnc(-c2ccccc2)o1)c1ccc2ccccc2c1	-6	0	2	-1.4	15	-4	-2	x	-22	0	13
CCCCn1c(N)c(N(CCOC)C(=O)COC(=O)CCOc2ccc(C)cc2)c(=O)[nH]c1=O	-3	-8	12	-0.3	-7	1	-4	-6	3	1	-13
Cc1c(N=C2N=C(NC(=O)Nc3ccc(Cl)cc3)c3ccccc32)c(=O)n(-c2ccccc2)n1C	-4	-8	1	-0.4	-10	45	3	-5	19	2	3
O=C(COc1ccc(Cl)cc1)Nc1nc(-c2ccc(S(=O)(=O)N3CCOCC3)cc2)cs1	2	5	11	-2.9	-8	-3	8	0	14	-4	12
O=C(CN1C(=O)c2cccc3cccc(c23)C1=O)N1CCOCC1	7	-21	0	0.4	3	5	1	-6	1	0	5
CCOC(=O)c1c(-c2ccccc2)csc1NC(=O)c1ccc(N2C(=O)CCC2=O)cc1	-15	-4	15	3.7	-9	-1	0	-6	12	2	-5
O=C(CNC(=O)c1ccco1)OCC(=O)c1ccc([N+](=O)[O-])cc1	-12	2	1	0.4	-4	5	5	-4	6	5	-6
Nc1ccccc1C(=O)NCc1ccccc1	-1	-26	-4	1.0	3	7	-3	-7	0	1	-23
O=C1C[C@@H]2c3c(cccc3CN1Cc1ccccc1F)C[C@@H](O)[C@H]2O	2	1	4	3.3	9	-2	-4	-9	-7	x	7
COc1ccccc1NS(=O)(=O)c1ccc(C(=O)NCc2ccc(S(N)(=O)=O)cc2)cc1	-1	-7	17	5.0	-9	-9	0	-3	17	x	13
CCOC(CNC(=O)c1cccc([N+](=O)[O-])c1)OCC	7	17	21	1.6	-2	5	13	-4	-2	0	14
Cc1ccc(-n2nc3c(=S)[nH]nc(C)c3c2C)cc1	-5	5	-10	-5.6	-3	13	-1	-5	2	17	6
Cc1cccc(CCNC(=O)CC2C(=O)NCCN2Cc2ccc(F)c(F)c2)n1 (stereo not drawn)	-1	4	18	-0.9	8	6	-1	1	4	0	-7
CCOc1ccc(CNC(=O)CCS(=O)(=O)Cc2cccc(Cl)c2)cc1OC	2	-22	13	-0.3	0	8	2	-6	3	1	-5
COc1cc(OC)c2c(-c3ccccc3)cc(=O)oc2c1C(CC(=O)N1CCOCC1)c1ccc(N(C)C)cc1 (stereo not drawn)	-7	6	14	0.3	-6	8	6	-9	8	5	13
CNC(=S)N1CCn2cccc2C1c1ccc(F)cc1 (stereo not drawn)	2	-27	13	1.5	-4	2	-4	-5	16	6	3
O=C(NCCCc1ccccc1)c1ccc(F)cc1	0	-70	-187	0.0	0	-51	-5	x	-215	3	-76
COc1cccc(CSc2nnc(-c3ccc(F)cc3)o2)c1	-3	-29	-177	1.8	-9	-1	-5	x	-129	5	-25
Cc1ccc(-n2ncc3c(=O)n(CC(=O)Nc4cccc(Cl)c4)cnc32)cc1C	-8	-19	-2	-1.4	-2	-9	-4	-5	18	3	4
CCOc1ccccc1/C=N/NC(=O)c1nnn(-c2nonc2N)c1CN1CCCCCC1	x	6	2	0.5	0	-1	3	-2	4	3	-9
CC[C@]12c3[nH]c4cc(-c5ccco5)ccc4c3CCN1C(=O)[C@@H](CC(=O)NC(C)(C)C)C[C@@H]2C(=O)N1CCN(C(=O)C2CC2)CC1	25	-56	-6	-2.1	9	5	-3	-10	0	x	-7
Cc1nn(-c2ccccc2)c(C)c1C(=O)OCC(=O)c1c(N)n(CC(C)C)c(=O)n(C)c1=O	0	37	21	-3.3	-25	24	-3	-5	13	-2	66
CCN1C(=O)[C@H]2[C@@H](c3ccc(C)cc3)N3C(=O)N(c4ccccc4)C(=O)[C@@]3(Cc3ccccc3)[C@H]2C1=O	-1	-23	-4	-0.6	2	-14	4	-5	3	-1	-7
COc1ccc(CCNC(=O)c2cc(-c3ccccn3)nc3c(Cl)cccc23)cc1OC	-2	4	5	2.7	-3	11	8	-1	8	1	20
CCCC(C)C(=O)Nc1nnc(CCc2ccccc2)s1 (stereo not drawn)	0	13	-4	-0.4	-5	3	-2	-3	4	1	-11
Cc1ccc(Cc2c(-c3cccc(Cl)c3)nc3c(C)cc(Br)cn23)cc1	x	-16	-10	-1.1	-5	x	3	-3	-37	x	1
O=C(Nc1cc(Cl)ccc1O)c1cc2n(n1)C(C(F)(F)F)CC(c1ccc3c(c1)OCO3)N2 (stereo not drawn)	2	21	28	-1.1	-10	3	-1	x	34	0	26
CN1CCN(S(=O)(=O)c2ccc3c(c2)NC(=O)CS3)CC1	-3	5	5	-0.4	0	9	-4	-2	-12	3	-17
Cc1ccc(C(=O)c2cc3c(cc2N)OCCO3)cc1	x	-20	-31	0.6	10	10	2	-5	14	1	8
COc1cc(/C=N/NC(=O)CNC(=O)c2ccccc2)ccc1OC(=O)c1cccs1	-2	-27	-17	-1.8	12	-14	1	x	-12	3	-2
CCC(C)(C)C(=O)O	x	13	15	-1.9	2	1	5	x	2	0	-38
Cc1cc(C)c(C)c(OCCN2CC(C)OC(C)C2)c1 (stereo not drawn)	1	-29	10	0.4	-3	1	-9	-5	7	-1	-3
O=C(NCc1ccc(Cl)cc1)c1ccc(-n2cccn2)nc1	-5	0	1	-1.6	0	-5	-2	-4	9	0	-2
FC(F)(F)c1cccc(-c2cc3nc(NCCCn4ccnc4)ccn3n2)c1	-5	-2	-185	-0.2	-1	x	-2	-5	-36	x	-13
CCCCC(=O)Nc1nnc(SCC(=O)N2CCN(c3ccccc3OC)CC2)s1	1	-7	13	1.3	2	10	-2	-5	16	-1	-1
COc1c(Cl)cc(C(=O)Nc2ccccc2-c2ccccc2)cc1Cl	0	x	-2	1.2	-6	2	x	x	-4	4	5
Cc1nc2sc3c(c2c2nnc(SCC(=O)NCc4ccco4)n12)CCCC3	1	7	18	0.5	11	-1	0	-4	30	-3	-2
O=C1c2ccsc2SCCN1Cc1cccc(Cl)c1	-3	-31	18	2.8	1	-6	1	0	8	3	-3
Cc1ccc(S(=O)(=O)Nc2ccc3c(c2)C(=O)NC3=O)cc1[N+](=O)[O-]	-4	-28	4	-0.5	1	-3	1	-15	14	4	1

# 3 compounds already listed, sorted by the number in PDI turbidity, largest number first.
SMILES | PDI turbidity
O=C1c2ccsc2SCCN1Cc1cccc(Cl)c1 | -3
Cc1ccc(S(=O)(=O)Nc2ccc3c(c2)C(=O)NC3=O)cc1[N+](=O)[O-] | -4
O=C(NCc1ccc(Cl)cc1)c1ccc(-n2cccn2)nc1 | -5

# Taken from the entries so far (four entries):
Structure	PDI turbidity	NR2E3 ag-1	HIF-2a block	iPSC survival up	H9c2 protect	TRPM1 prom inh	HTR2A ag	CaV13 ICDI inh	Peg3 prom inh	NR2E3 ag-2	Shn3 inh set2
CN1CCN(C(=O)C2=C[C@H](C3CCCCC3)C[C@H](OCc3ccc(CO)cc3)O2)CC1	2	13	-5	10	10	-7	-9	-12	9	-1	-22
O=C(NCCn1cccn1)c1ccc(OC2CCN(C(=O)C3CC3)CC2)cc1	16	10	-15	-1.2	-1	-7	-2	-14	-21	0	12
CCOC(=O)c1ccc(NC(=S)NCCc2ccccc2)cc1	-9	25	12	-3.6	-24	20	-3	x	-6	1	14
CCOC(=O)c1ccc(NS(=O)(=O)c2cc3c(cc2C)NC(=O)CO3)cc1	-1	5	7	0.9	-5	6	1	-3	-19	0	9

# Compound activity from PubChem BioAssay.
